Assay outcomes: PubChem, National Center for Advancing Translational Sciences (NCATS)
Giardia killer: Giardia lamblia killing. Giardia lamblia trophozoite viability. activity change, % at 7.66 µM, hits read low. 340,000 compounds, 0.15% hits. AID 540267; in the data active = activity change below about -80%; inconclusive = between about -30% and that limit;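 also: parasites exposed to compound for two days anaerobically before the ATP read; % is scaled to controls: 0 for no effect and ±100 for the full control effect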
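ATP-content bioluminescence gauges trophozoite survival. Cells (100/well) receive compound and incubate anaerobically for 48 hrs at 37 deg C; detection reagent follows for 15-30 min at room temperature.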
MLL CXXC-DNA inh: inhibitors of human MLL CXXC domain-DNA interaction; Q03164; MLL-CXXC / FITC-HOXA9 DNA fluorescence polarization; Potency, µM (doses to about 115 µM), inactives show top-dose activity change, negative = inhibition, hits mostly inhibitors; 290,000 compounds, 0.037% hits; active = well fitted inhibition curve with a large enough effect in the polarisation, with a control signal flat, not every such curve was filed as active; inconclusive = small, poorly fitted or top-dose-only effect, or effect the other way, or a change in a side signal; inactive = no such curve, though single readings can be large or run the other way; the % refers to the polarisation; also: potency is read from the fitted curve at half-maximal effect
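Purified MLL-CXXC (added from a 7 uM solution) was preincubated 5 min at ambient with pinned compounds in 50 mM Tris-HCl pH 7.5, 50 mM NaCl, 1 mM DTT, 0.05% BSA. Fluorescein-labeled HOX-A9 DNA (50 nM solution) followed, 30 min, then polarization read.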
BCR signal inh: chronic active BCR signaling inhibition; AID 493014; 340,000 compounds, 0.05% hits; Potency, µM (top dose mostly 46.1 µM), for inactives: at the highest dose ratio change, negative = lower green/red ratio, usual class: inhibitors; ABC-DLBCL IkBa-CBG/CBR reporter, luminescence ratio, 4 h; active = well fitted inhibition curve with a large enough effect in the signal ratio, with a control signal flat, not every such curve was filed as active; inconclusive = small, poorly fitted or top-dose-only effect, or effect the other way, or a change in a side signal; the % refers to the signal ratio;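 also: potency is read from the fitted curve at half-maximal effect; plate controls were basal doxycycline-induced cells for no effect and cells given 10 µM MG132 for full effect; MG132 reads +100%, hits lower the ratio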
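Doxycycline induced both beetle luciferases in TMD8 lymphoma cells; IKK-driven degradation limits the IkappaBalpha-fused green signal, while red luminescence normalises for cell number and nonspecific effects. Compounds tested up to 46 uM, 4 hrs.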
TSHR antagonist: antagonists of human thyroid stimulating hormone receptor. P16473. TSHR-expressing cells, TSH-stimulated cAMP HTRF, 2 h; stronger effect = lower value. activity change, negative = inhibition, % at 11.5 µM. 330,000 compounds, 0.2% hits. AID 504810;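 active = activity change below a set negative limit, meaning inhibition stronger than a set level, cut at about -70% in these data; inconclusive = activity change between two set negative limits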; also: % is scaled to controls: 0 for no effect and ±100 for the full control effect
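Cell-based HTRF cAMP assay; TSHR cells + compound, TSH EC80 (4nM final), 2 h, 37 deg C. Lysis with anti-cAMP cryptate and cAMP-d2, 30 min RT, read 665/620 nm.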
KCNH2 WT inh: inhibitors of human wildtype KCNH2 potassium channel | Q12809 | U2OS, BacMam KCNH2, thallium flux FluxOr; stronger effect = lower value | activity change, % at 1.84 µM | 340,000 compounds, 0.37% hits | AID 720551;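 active = maximum activity change below -70%; inconclusive = maximum activity change between -70% and -50%; inactive = maximum activity change above -50%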; also: % is scaled to controls: 0 for no effect and ±100 for the full control effect
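U2OS cells were transduced with wild-type KCNH2 virus (2.03 x 10^8 / mL) for 4 h at room temperature, then cultured overnight at 37 C. Thallium flux was read with FluxOr dye. Rate constants were normalized to DMSO controls.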
AT treatment: candidate therapy for ataxia-telangiectasia. […] A-T fibroblasts, KAP-1 phosphorylation AlphaLISA; neocarzinostatin DNA damage 30 min before lysis. 320,000 compounds, 0.19% hits. Potency, µM (top dose mostly 57.5 µM), for inactives: at the top dose activation, usual class: activators; also: potency is read from the fitted curve at half-maximal effect; % of control where 0% means no effect; nearly all actives have a fitted effect of over 45% in size
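hTERT-immortalized A-T patient fibroblasts ([…]), 500 cells/well in OPTI-MEM, 1% FBS, got compounds for 60 min, then NCS for 30 min at 37C. Lysates were then assayed for phospho-KAP-1 by AlphaLISA (anti-pKAP1 donor, anti-KAP1 acceptor beads), 6 hr at 25C.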
TCR act: activators of T cell receptors. primary human leukocytes, anti-CD3, IL-2 HTRF, 48 h. Potency, µM (series often up to 9.22 µM), for the others: at the highest dose activation of IL-2 secretion, usual class: activators. 330,000 tested, under 10 active. AID 504894; also: % of control where 0% means no effect
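Primary human leukocytes were stimulated with a-CD3 beads plus compounds for 48 hr without co-stimulation; secreted IL-2 was quantified by HTRF using a-IL-2-K (europium cryptate) and a-IL-2-d2, excited at 320nm with acceptor emission read at 665nm.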
GALK inh: blocks human galactokinase activity. 270,000 compounds, 0.007% hits. Potency, µM (series often up to 57.5 µM), for the others: at the highest dose activity change, negative = inhibition, most hits filed as inhibitors. Purified GALK, Kinase-Glo residual ATP luminescence. AID 1868. P51570; also: potency is read from the fitted curve at half-maximal effect; % is scaled to controls: 0 for no effect and ±100 for the full control effect
Target sequence (P51570 whole entry, looked up): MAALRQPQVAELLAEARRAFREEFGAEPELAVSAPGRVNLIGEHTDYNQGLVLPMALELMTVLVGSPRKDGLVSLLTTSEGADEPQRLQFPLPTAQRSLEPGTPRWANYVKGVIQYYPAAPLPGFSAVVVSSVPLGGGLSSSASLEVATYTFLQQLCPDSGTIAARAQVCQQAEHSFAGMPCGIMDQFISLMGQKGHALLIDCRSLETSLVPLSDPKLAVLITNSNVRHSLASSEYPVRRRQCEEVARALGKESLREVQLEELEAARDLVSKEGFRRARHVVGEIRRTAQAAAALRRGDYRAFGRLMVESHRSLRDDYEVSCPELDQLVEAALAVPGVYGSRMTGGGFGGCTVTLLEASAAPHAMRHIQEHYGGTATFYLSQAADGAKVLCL
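The enzyme phosphorylates galactose (100 uM) using ATP (35 uM); inhibition is detected as higher residual ATP, quantified by bioluminescence after 1 h reaction at room temperature, pH 8.0.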
Tb PFK inh: T. brucei PFK enzyme inhibition; AID 485367; 330,000 compounds, 0.17% hits; T. brucei PFK, ADP-Glo luminescence; Potency, µM (top dose mostly 57.5 µM), for inactives: top-dose activity, negative = inhibition, most hits filed as inhibitors;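 also: potency is read from the fitted curve at half-maximal effect; 0% = uninhibited 1x PFK enzyme wells and -100% = no-enzyme wells; nearly all actives have a fitted effect of over 60% in size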
Target sequence (O15648 whole entry, looked up): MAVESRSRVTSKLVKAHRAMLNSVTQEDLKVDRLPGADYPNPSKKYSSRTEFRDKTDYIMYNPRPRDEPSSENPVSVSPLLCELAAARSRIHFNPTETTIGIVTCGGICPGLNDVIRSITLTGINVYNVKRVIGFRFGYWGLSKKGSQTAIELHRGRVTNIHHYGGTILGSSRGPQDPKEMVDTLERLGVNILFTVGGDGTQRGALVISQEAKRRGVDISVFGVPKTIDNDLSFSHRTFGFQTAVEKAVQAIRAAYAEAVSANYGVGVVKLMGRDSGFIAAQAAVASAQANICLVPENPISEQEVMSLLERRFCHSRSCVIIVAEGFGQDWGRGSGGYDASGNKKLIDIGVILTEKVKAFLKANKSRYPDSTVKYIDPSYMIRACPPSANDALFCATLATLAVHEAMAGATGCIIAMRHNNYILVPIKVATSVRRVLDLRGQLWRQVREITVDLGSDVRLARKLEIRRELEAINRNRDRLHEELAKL
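1.25 nM PFK with 0.5 mM F6P and 0.1 mM ATP in 0.1 M TEA pH 8.0, 5 mM MgCl2, incubated 45 min at room temperature; ADP measured by ADP-Glo luminescence; compounds titrated up to 57 uM.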
FBPA coupling cs: coupling enzyme interference in Giardia aldolase counter-screen. coupling enzyme system counterscreen, AmpLite Red fluorescence. activity change, negative = inhibition, % at 58.2 µM, hits read low. 290,000 compounds, 0.67% hits; in the data active = activity change below about -30%; also: % is scaled to controls: 0 for no effect and ±100 for the full control effect
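Fluorescence at 525 nm excitation and 598 nm emission measured inhibition of the coupled detection system without aldolase. Compounds (at 57.5 uM final) were preincubated 10 min at room temperature with coupling enzyme reagent before a 20 min substrate/AmpLite Red step.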
The depositor's hits bear a star; ? = inconclusive; nt = no result given; [ ] = another dose, or the depositor's remark. Unless noted, calls follow the shape of the dose curve; as a rule, active = well fitted curve in the direction sought with a large enough effect; inconclusive = small, poorly fitted or top-dose-only effect, or another doubt; inactive = no such curve, though single readings can be large; an effect the other way counts as inactive or inconclusive.

SMILES	Giardia killer	MLL CXXC-DNA inh	BCR signal inh	TSHR antagonist	KCNH2 WT inh	AT treatment	TCR act	GALK inh	Tb PFK inh	FBPA coupling cs
O=C(CNS(=O)(=O)c1ccccc1)NNC(=O)C(Cl)Cl	-8	8%	-1%	5	-20	5%	-10%	0%	-3%	-3
Cc1ccc2[nH]c(=O)c(CN(CCCN3CCOCC3)Cc3nnnn3C3CCCC3)cc2c1	-3	-9%	-1%	5	19	-7%	0%	8%	-4%	0
Cc1cc(C)nc(SC2CCCCC2O)n1 (stereo not drawn)	7	0%	1%	19	-7	-9%	nt	1%	5%	3
COc1cc(/C=N/c2oc(-c3ccccc3)cc2C#N)ccc1O	1	75%[activator]	20%	-4	3	-5%	nt	1%	-2%	1
O=C(Cc1ccc(F)cc1)N[C@@H]1c2ccccc2CC[C@@H]1OCc1ccccc1	2	nt	-1%	3	-25	8%	3%[46.1 µM]	nt	1%	nt
Cc1ccc(CSC2=NCCN2C(=O)C(C)Oc2ccccc2)cc1 (stereo not drawn)	2	-4%	1%	1	13	6%	-6%	3%	5%	2
CCOC(=O)C1=C(CSc2nc(-c3ccncc3)ccc2C#N)OC(N)=C(C#N)C1c1ccc(OC)cc1 (stereo not drawn)	-7	17%	-25%	-4	6	nt	7%	1%	4%	-8
C=C(C)CC1(NC(C)c2ccccc2)CCCCC1 (stereo not drawn)	0	6%	-1%	0	26	21%	-1%[46.1 µM]	0%	-5%	1
COc1ccc(C(CC(=O)c2ccc(C)cc2)Nc2ccc([N+](=O)[O-])cc2)cc1 (stereo not drawn)	-19	-1%	?	-4	5	0%	2%[46.1 µM]	0%	0%	-10
CCCc1cc(=O)[nH]c(SCc2csc(-c3ccccc3)n2)n1	-7	14%	?	-3	-1	2%	6%[46.1 µM]	2%	0%	0
Cc1ccccc1-n1cc(-c2ccc(Br)cc2)nc1SCC(N)=O	-2	-2%	0%	6	-7	13%	-3%	-1%	0%	-2
COCCN(CC(=O)NCc1ccccc1)C(=O)CCC(=O)Nc1ccccn1	13	-2%	2%	3	-3	-1%	-1%	2%	1%	-1
COc1ccccc1N(CC(=O)NCC(C)C)S(=O)(=O)c1cccs1	2	0%	0%	10	-4	5%	2%[46.1 µM]	0%	-3%	3
COc1ccccc1NC(=O)/C(=N/OCc1ccc(C#N)cc1)C(C)=O	0	1%	?	-3	9	7%	0%	1%	-2%	1
CC1=NN(C(=O)Cn2ccc([N+](=O)[O-])n2)C(O)(C(F)(F)F)C1 (stereo not drawn)	?	6%	-1%	-5	1	1%	-3%[46.1 µM]	nt	-3%	4
CC(C)CC(=O)NC(c1cccs1)c1ccc2cccnc2c1O (stereo not drawn)	-6	4%	-4%	-8	-5	3%	1%	8%	0%	0
O=C(CN(C(=O)c1csnn1)c1ccccc1Cl)NC1CCCCC1	8	-2%	-3%	10	2	3%	2%	-2%	5%	2
COc1cc(/C=C/C(=O)NCc2cccnc2)cc(OC)c1OC	2	7%	7%	10	3	-6%	4%	2%	-2%	1
O=C1N2CCCc3cccc(c32)C12Nc1ccccc1S2 (stereo not drawn)	1	11%	?	8	-23	2%	-12%	-6%	-5%	6
O=C(O)c1ccc(Cl)cc1NC(=O)C1CCCO1 (stereo not drawn)	17	-12%	nt	nt	-3	nt	nt	-4%	nt	-3
CCc1ccc(CC)c(S(=O)(=O)Nc2ccc(O)c(C(=O)O)c2)c1	0	0%	5%	nt	4	7%	-5%	-4%	-10%	0
CNC(=O)CSc1nc(-c2ccccc2)c(-c2ccccc2)o1	2	18%	0%	0	nt	3%	-6%	9%	1%	1
COCCCNC(=O)CSc1nc2cc(S(=O)(=O)N3CCCCC3)ccc2o1	-9	nt	1%	3	-3	-12%	-6%	nt	-2%	nt
Nc1csnc1C(=O)O	22	-2%	-2%	-2	-13	8%	-4%	7%	0%	-3
CCCCCCOc1ccc(-c2ccc(C#N)cn2)cc1	13	5%	2%	-12	0	11%	4%	2%	-2%	2
Additional entries follow.
SMILES	Giardia killer	MLL CXXC-DNA inh	BCR signal inh	TSHR antagonist	KCNH2 WT inh	AT treatment	TCR act	GALK inh	Tb PFK inh	FBPA coupling cs
Cc1ccc(C)c(NC(=O)CSc2nnc(NC(=O)C3CC3)s2)c1	-14	1%	?	8	-11	-2%	0%	-3%	-6%	0
O=C(c1cccnc1)N1CCc2ccccc21	-18	1%	3%	1	-10	-1%	1%	1%	-1%	0
COc1ccc2cc(CN(CC3COCCO3)S(=O)(=O)c3ccccc3)c(=O)[nH]c2c1 (stereo not drawn)	4	1%	1%	-6	-15	10%	4%	6%	3%	3
N#Cc1cc2ccccc2nc1SCc1ccccn1	8	2%	?	-6	15	9%	nt	7%	2%	2
O=C(NC(NC(=O)c1ccccc1)C(=O)c1ccccc1)c1ccccc1	0	2%	?	-1	4	0%	-7%[46.1 µM]	-2%	-4%	3
C[C@H](NC(=O)c1nc[nH]c1C(=O)N[C@@H](Cc1ccccc1)C(=O)OCc1ccccc1)C(=O)OC(C)(C)C	-2	3%	?	-18	8	-4%	-5%	nt	0%	-4
Cc1ccc(Cl)cc1NC(C#N)c1ccccc1 (stereo not drawn)	-10	-8%	0%	-1	13	-9%	4%	nt	-10%	-2
CCN(CC)CCN(C(=O)c1ccc2ccccc2c1)c1nc2ccc(F)cc2s1	-1	5%	-24%	-5	43	-8%	-8%	-2%	1%	-2
COC(c1ccccc1)c1nnc(CCC(=O)N(C)CCCC2CCCC2)o1 (stereo not drawn)	1	-3%	11%	-14	-3	2%	1%	10%	2%	3
COc1ccc(C(=O)N(CC2CCCO2)C(C(=O)NC2CCCC2)c2ccc(Cl)cc2)cc1OC (stereo not drawn)	-2	0%	0%	2	-1	0%	0%	-1%	-7%	-1
N/C(=N\OC(=O)c1ccc(=O)n(Cc2ccccc2)c1)c1ccccn1	-8	4%	3%	12	1	2%	-4%	0%	-6%	3
COc1ccc(Cl)cc1C(=O)Nc1nc(C)cc(C)n1	-13	0%	-1%	23	5	-7%	nt	2%	-1%	-1
COc1ccccc1CC(=O)NC12CC3CC(CC(C3)C1)C2	9	2%	2%	-7	-8	2%	nt	-2%	-5%	3
COc1ccccc1C(=O)N(C)c1nnc(-c2ccccc2)s1	-19	-3%	3%	46	0	22%	1%	7%	-4%	0
CCOC(=O)c1cnc(-n2nc(C)cc2C)nc1N(C)C	?	-10%	-5%	7	-2	-5%	3%	0%	-5%	0
CCCCCN(C(=O)CCC(=O)OCC(=O)N1CCCCC1C)c1c(N)n(CCCC)c(=O)[nH]c1=O (stereo not drawn)	23	?	3%	-7	25	5%	5%	-1%	-1%	3
CC1CN(C(=O)/C(=C/c2ccco2)NC(=O)c2ccccc2)CC(C)O1 (stereo not drawn)	-15	3%	-1%	-3	10	-2%	8%	-2%	-1%	-1
CCC(=O)C1=C(O)C(c2cccc(Oc3ccccc3)c2)CCC1=O (stereo not drawn)	14	6%	3%	-7	-11	4%	-19%	14%	7%	4
CN(CCc1ccccc1)C(=O)c1ccc(NC(=O)Cc2cccc([N+](=O)[O-])c2)cc1	-7	nt	0%	-32	2	-2%	7%	nt	-24%	nt
O=C(NC(=O)N1CCCC1)c1csnn1	-10	1%	7%	-2	-1	-1%	-12%	-1%	1%	0
NCCOc1cnn(-c2ccccc2Cl)c(=O)c1Cl	-14	-2%	-5%	18	-3	-2%	0%[46.1 µM]	nt	-7%	3
COc1ccc(CN2CCN(C(C)C)C(CCO)C2)cc1Cn1cccn1 (stereo not drawn)	10	-8%	6%	11	4	7%	2%	-1%	0%	-1
COCc1cc(/C=N\NC(=O)Cc2ccc(OC)cc2)ccc1OC	10	-2%	-12%	-3	5	14%	2%[46.1 µM]	0%	-10%	5
CC1CCCC(NC(=O)CN2CCN(S(=O)(=O)c3ccc(Br)s3)CC2)C1C (stereo not drawn)	-16	nt	-3%	9	-37	-1%	2%	nt	-1%	nt
O=C(Nc1ccc(F)cc1F)c1ccc(S(=O)(=O)N2CCCCC2)cc1	-7	51%[activator]	?	26	9	2%	9%	-10%	1%	nt
O=C(CC12CC3CC(CC(C3)C1)C2)N1CCOCC1	-21	0%	-3%	-3	8	4%	-1%	-1%	-12%	2
CCOC(=O)C1CCN(CC(=O)N2CCc3ccccc32)CC1	-17	2%	-14%	-3	38	-1%	4%	3%	1%	1
